mHTT CaM bind = mHTT-calmodulin interaction abrogation | P42858 | AlphaScreen His-mHTT/GST-CaM binding, luminescence | inhibition, % at 15 µM | 190,000 tested, 3.6% active | AID 1671202;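 note: 0% = both proteins with DMSO and 100% = one protein alone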
Pf apPOL block = Pf-apPOL DNA polymerase inhibition. Recombinant Pf-apPOL, molecular beacon fluorescence, 1.5 h. inhibition, % at 10 µM. 210,000 tested, 0.25% active. AID 1794808
The depositor's hits bear a star; i = inactive; / = no result given; & = joins results of further samples. Cut-off read from the data, not from the text of the source: active = inhibition above about 50%; inactive = the rest. No enrichment for hits, and some 3.5% of all compounds hit somewhere here.

Results follow in this order: mHTT CaM bind	Pf apPOL block
1) CS(=O)(=O)c1ccc2nc(NC(=O)C3CC=CCC3C(=O)O)sc2c1 (stereo not given)
  -1	-3
2) CCN(CC)c1ccc(C2N(c3cc(Cl)ccc3OC)C(=O)C3CCCN32)cc1 (stereo not given)
  75*	-1
3) Cc1ccc(C(=O)N2CCc3c(c(-c4nc(-c5ccccc5F)no4)nn3C)C2)cc1
  -2	-7
4) O=C(Nc1cccc([N+](=O)[O-])c1)c1cccc(Cl)c1Cl
  10	-1
5) CCN1CCN(C2CCN(C(=O)c3ccc(C)c(F)c3)CC2)C1=O
  -10	-5
6) COCC(=O)Nc1ccc2c(c1)CN(C1CCCCC1)C(=O)C(C)O2 (stereo not given)
  10	0
7) Cc1ccccc1NC(=O)c1ccc(F)c(S(=O)(=O)N2CCC3(CC2)OCCO3)c1
  4	0
8) CSc1ccc(C2SCC(=O)N2c2ccccc2)cc1 (stereo not given)
  0	-4
9) CCOC(=O)c1sc(-c2cnccn2)nc1C
  /	0
10) Cn1cc(-c2ccncc2)cc1C(=O)NCc1ccc(F)cc1
  5	-7
11) O=C(c1cccc(Br)c1)N1CCN(c2nc(CN3CCCCC3)cs2)CC1
  10	-3
12) O=C(NCc1cc(F)cc(F)c1)C1CCCN(c2cn[nH]c(=O)c2)C1 (stereo not given)
  -6	-2
13) COc1ccccc1C(=O)Nc1cc(Br)cc2cccnc12
  19	9
14) CC(C)Oc1cncc(C(=O)N2CCCN(C)CC2)c1
  6	-1
15) O=C(O)c1cccc(N2C(=O)c3ccc(Oc4ccccc4)cc3C2=O)c1
  -6	2
16) O=C1OC2(CCCCC2)OC(=O)C1=CNc1cc(C(F)(F)F)ccc1Cl
  -4	7
17) CCCCc1cnc2c(c1SC(C)C)c(=O)n(C)c(=O)n2C
  -12	-4
18) CCn1ccc2sc(C)c(C(=O)NCC(C)C)c2c1=O
  10	6
19) COc1ccccc1CNC(=O)c1sc2cc(F)ccc2c1Cl
  -9	2
20) COc1ccc(C(=O)NCC2(c3ccccc3)CCCC2)c(OC)c1
  -19	1
21) O=c1oc2ccccc2cc1-c1cn2cc(Cl)cc(Cl)c2n1
  2	2
22) CCc1ccccc1NC(=O)C1CCCN(c2cnc3nc(C)c(C)nc3c2)C1 (stereo not given)
  14	-1
23) CC1CCN(c2ncc3c(n2)CCC(C(=O)NCc2nc4ccccc4n2C)C3)CC1 (stereo not given)
  11	-6
24) CCCCN(C)C(=O)C1c2cc(OC)c(OC)cc2C(=O)N(C)C1c1cccs1 (stereo not given)
  -7	-8
25) O=C(NCc1cccnc1-c1ccccc1)c1ccc(F)cc1
  -8	-4
26) COc1cccc(Oc2c(C(F)(F)F)oc3c(CN4CCCC4)c(O)ccc3c2=O)c1
  7	2
27) Cc1cc(C)cc(C(=O)N2CCCC2COc2ccc(C(=O)NC(C)C)cc2)c1 (stereo not given)
  22	-3
28) CC1=C(C(=O)Nc2ccc(C)cc2)C(c2ccc(Br)cc2)n2ncnc2N1 (stereo not given)
  22	11
29) O=C(NCc1cccnc1)C1CCN(c2cc(N3CCCCC3)ncn2)CC1
  -4	2
30) COc1ccc(NC(=O)c2cc3cn(C(C)C)cc3s2)c(OC)c1
  38	5

Results follow in this order: mHTT CaM bind	Pf apPOL block
31) Cc1ccc(NC(=O)c2nn3c(C(F)(F)F)cc(-c4ccco4)nc3c2Cl)cc1
  -1	-5
32) COc1ccccc1NC(=O)C1CCN(c2nnc(-c3ccc(C)cc3)o2)CC1
  -8	-9
33) CCCSc1nc2nc3c(cc2c(=O)n1-c1ccc(OC)cc1)COC(C)(C)C3
  1	5
34) COCCN1C(=O)Cc2ccccc2C1C(=O)NC1CCCCCC1 (stereo not given)
  -9	-4
35) Cc1cc(NC(=O)C2CC3CCCN3C23C(=O)Nc2ccccc23)ccc1Br (stereo not given)
  35	-4
36) Cc1nc(NCCC2=CCCCC2)c2cc(C)sc2n1
  -11	1
37) C=C(C)CN(CC)C(=O)c1noc2c1CCc1ccc(OC)cc1-2
  -49	-3
38) CC(C)(C)NC(=O)N1CCC(N2CCN(Cc3ccccc3)C2=O)CC1
  5	-5
39) COc1ccc(C2=NOC(C(=O)Nc3ccc4c(c3)OCO4)C2)cc1OC (stereo not given)
  55*	-1
40) COc1cccc(-c2noc(C3CCCN3C(=O)Nc3ccccc3OC)n2)c1 (stereo not given)
  -6	2
41) Cc1noc(-c2ccc(=O)n(Cc3ccc(F)cc3)n2)n1
  -1	3
42) N#CN=C(SCC(=O)NC1CCCCC1)SCC(=O)NC1CCCCC1
  -9	-3
43) N#Cc1c(NC(=O)CO/N=C/c2ccccc2Cl)sc2c1CCCC2
  i	0
44) Cc1ccc(NC(=O)Nc2ccc(Cl)cc2Cl)nc1
  -1	-1
45) CCC(C)NC(=O)C1c2cc(OC)c(OC)cc2C(=O)N(C)C1c1cccnc1 (stereo not given)
  -5	-4
46) COc1ccc(-c2ncccc2CNC(=O)c2ccc(F)cc2F)cc1
  2	-22
47) O=C(O)C(=Cc1ccsc1)c1cc(F)cc(F)c1
  /	-1
48) CNc1nccc(N2CCC(CC(=O)NCc3ccc(OC)cc3OC)CC2)n1
  11	-4
49) c1ccc(CN=C2CCCc3ccccc3N2)cc1
  -4	-7
50) COc1ccc(CCC(=O)NCCn2ccnc2C)cc1
  -14	-8
51) CCCCc1ccc(N=Cc2nc(-c3ccc([N+](=O)[O-])cc3)oc2O)cc1
  -1	1
52) Cc1c(Cl)cccc1N=Cc1nc(-c2ccccc2F)oc1O
  4	-2
53) CCOC(=O)C1CCCN(S(=O)(=O)c2cc3c4c(c2)CCC(=O)N4CCC3)C1 (stereo not given)
  2	-3
54) Cc1c(C(=O)Nc2ccccc2Cl)oc2ccc(S(=O)(=O)N3CCOCC3)cc12
  -3	-5
55) CCOc1ccccc1C(=O)N1CCC(c2nc(C(=O)N3CCCCC3)c(C)o2)CC1
  2	-2
56) CCCCN1C(=O)C(C)(C(=O)Nc2ccc(Cl)cc2)Oc2cccnc21 (stereo not given)
  23	-9
57) O=C(CN1CCN(Cc2nc3ccccc3[nH]2)CC1)c1ccccc1
  0	-10
58) COc1cc(/C=C2\NC(=O)NC2=O)ccc1OCc1ccccc1F
  -2	-2
59) Cc1noc(-c2cccc(F)c2)c1C(=O)NCc1cccc(Cl)c1
  3	-2
60) COc1ccc(CCn2nnnc2C2(c3ccc(C)cc3)CC2)cc1
  /	-2

Brought forward from above: three compounds; new compounds follow.
Results follow in this order: mHTT CaM bind	Pf apPOL block
58) COc1cc(/C=C2\NC(=O)NC2=O)ccc1OCc1ccccc1F
  -2	-2
59) Cc1noc(-c2cccc(F)c2)c1C(=O)NCc1cccc(Cl)c1
  3	-2
60) COc1ccc(CCn2nnnc2C2(c3ccc(C)cc3)CC2)cc1
  /	-2
61) Cc1cccc(OCCSc2nc3ccccc3n2CC(N)=O)c1
  -3	0
62) COc1ccc(C)cc1-n1c(C)nc2cc(C(=O)NCC(OC)OC)ccc21
  5	-5
63) Cc1ccc(-n2c(SCCC#N)nnc2-c2cccnc2)cc1Cl
  -1	-1
64) Cc1ccc(N(CC(=O)Nc2cccc(Cl)c2C)S(C)(=O)=O)cc1
  -4	-42
65) Cc1nc(OCC(=O)Nc2ccc(Cl)c(Cl)c2)c2ccccc2n1
  4	0
66) Cc1c(N=Cc2c[nH]c3ccccc23)c(=O)n(-c2ccccc2)n1C
  -2	-15
67) Cc1cccc(N2CCN(C(=O)c3cccc(-c4nccnc4N(C)C)c3)CC2)c1C
  14	-2
68) COc1ccccc1-c1nc(S(=O)(=O)c2ccc(Cl)cc2)c(N(C)C)o1
  -2	9
69) O=C(CN1CCC2(CC1)N=C(c1ccc(F)cc1)C(=O)N2)Nc1ccc(F)cc1
  4	-17
70) Cc1nn(-c2ccccc2)c2nc(C3CC3)nc(N3CCC(C)CC3)c12
  -36	-2
71) CCC1(C)Cc2c(sc3nc(SC)n4c(SCc5ccccc5)nnc4c23)CO1 (stereo not given)
  2	2
72) C=CCc1cccc2cc(C(=O)N3CCN(C(=O)c4ccccc4)CC3)c(=O)oc12
  28	-5
73) COc1cc(C)c(C(C)C)cc1S(=O)(=O)NCc1ccco1
  -9	-6
74) Cc1cccc(NC(=O)C2CCCN(S(=O)(=O)c3ccc(Br)s3)C2)c1 (stereo not given)
  -12	1
75) Fc1ccc(C2Oc3ccccc3C3=C2C(c2cccs2)n2ncnc2N3)cc1 (stereo not given)
  61*	-3
76) Fc1ccccc1CN1CCc2nc(Nc3ccccc3)ncc2C1
  4	-2
77) Cc1cc(-c2nnc(NC(=O)c3nc4ccccc4s3)o2)n(C)n1
  -10	5
78) COc1ccc(C=C2Oc3c(CN(C)C)c(O)cc(C)c3C2=O)cc1OC
  9	-11
79) Cc1ccc(CNC(=O)c2c(C)cc(=O)oc2C)cc1
  10	-8
80) CC(C)(C)C(=O)Oc1ccc2c(-c3cc4ccccc4oc3=O)cc(=O)oc2c1
  9	-4
81) COc1cccc(C2Nc3ccccc3NC3=C2C(=O)CC(c2ccccc2Cl)C3)c1 (stereo not given)
  39	-4
82) CC(=O)Nc1ccc(-c2noc(C3CCCN(C(=O)c4ccc(C)cc4)C3)n2)cc1 (stereo not given)
  3	-2
83) COc1ccc(N(CC(=O)N2CCCC2)S(C)(=O)=O)cc1
  -4	-8
84) O=C(N/C(=C\c1cccs1)c1nc2ccccc2[nH]1)c1ccccc1
  8	-2
85) Cc1ccccc1NC(=O)CN1CCC(c2nc(-c3ccccc3C)no2)CC1
  -1	3
86) COc1ccc(N(C)C)cc1
  0	7
87) Cc1ccsc1C(O)CNC(=O)Nc1ccc2c(c1)OCO2 (stereo not given)
  -11	0
88) CC(C)NC(=O)C1CCCN(c2nc3ncn(CC(=O)NC4CCCC4)c(=O)c3s2)C1 (stereo not given)
  -2	0
89) Cc1ccc(NC(=O)N2CCCC(C)(C(=O)NCc3ccc(F)cc3)C2)c(Cl)c1 (stereo not given)
  5	-4
90) Cc1nc(CCNC(=O)C2CCCN2C(=O)c2ccccc2C)cs1 (stereo not given)
  -2	-4

A few values from above.
In Pf apPOL block, #62 is listed with -5
In mHTT CaM bind, #53 is listed with 2
In mHTT CaM bind, #15 is listed with -6
In Pf apPOL block, #50 is listed with -8
In mHTT CaM bind, #78 is listed with 9

Next part
Results follow in this order: mHTT CaM bind	Pf apPOL block
91) CCCn1cc(C2=CCN(C(=O)NCc3ccc(OC)cc3)CC2)c2cccnc21
  24	-1
92) O=C(Nc1ccc(F)c(Cl)c1)c1cc(S(=O)(=O)NCc2ccco2)ccc1F
  17	-5
93) Cn1c(=O)c2c(nc(NC3CCCCC3)n2Cc2ccc(Cl)cc2)n(C)c1=O
  6	-4
94) COc1ccccc1C(=O)N/C(=C/c1ccc2c(c1)OCO2)C(=O)Nc1ccc(C(C)=O)cc1
  0	12
95) Cc1c(C(=O)NCCCN2CCN(C)CC2)oc2ccc(S(=O)(=O)N3CCC(C)CC3)cc12
  9	-6
96) CCOc1nc(-c2ccccc2O)nc2ccccc12
  -30	-4
97) CN(C)S(=O)(=O)c1ccc(C(=O)N2CCC(C(=O)Nc3nccs3)CC2)cc1
  -21	-3
98) NC(=O)c1c(NC(=O)Cn2cnc([N+](=O)[O-])n2)sc2c1CCCC2
  3&3	-5&11
99) Cc1cc(OCC(=O)Nc2ccc(C)c(C)c2)nc(N2CCC(C)CC2)n1
  -4	1
100) COc1ccc(C(=O)Nc2c(C)cc(C)cc2C)cc1OC
  -3	-3
101) COc1ccc2nc(SCC(=O)Nc3ccc(C(C)C)cc3)[nH]c2c1
  12	-3
102) O=[N+]([O-])c1ccccc1-c1ccc(CN2CCN(Cc3ccccc3)CC2)o1
  20	8
103) O=C1CC(c2ccc(Cl)cc2)CC2=C1C(c1ccccc1[N+](=O)[O-])Nc1ccccc1N2 (stereo not given)
  25	-7
104) CC1CCN(S(=O)(=O)N2CCCC(C(=O)NCc3ccccc3Cl)C2)CC1 (stereo not given)
  -18	-17
105) CC(C)NC(=O)c1c(C(C)C)nn(-c2cccc(Cl)c2)c1C(C)C
  2	-6
106) Cc1ccc(NC(=O)C=CC(=O)Nc2ccc(C)c(Cl)c2)cc1Cl
  /	-11
107) Cc1cc(C(=O)Nc2nnc(-c3csc(C)n3)o2)c(C)o1
  78*	9
108) Cc1cc(OCC(=O)NC2CCCCC2)ccc1Cl
  -9	-7
109) Cc1cc(C)c2c(-c3ccc(-c4ccc(C(F)(F)F)cc4)cc3)cc(=O)oc2c1
  -7	-2
110) COc1ccccc1/C=C1/N=C(c2cccs2)OC1=O
  16	-145
111) COc1ccc(-c2c(C)oc3c4c(ccc3c2=O)OCN(CCCO)C4)cc1
  6	-11
112) Cc1nc2cc(-c3noc(COc4ccccc4)n3)ccc2o1
  -13	2
113) CN(C)c1ccc(NC(=O)C2CC(=O)N(c3ccc(Cl)cc3)C2)cc1 (stereo not given)
  -8	1
114) Cc1ccc(-n2nc3c(c2NC(=O)c2cccs2)CSC3)cc1
  22	-5
115) COc1ccccc1C1CC(=O)NC(SCC(N)=O)=C1C#N (stereo not given)
  5	-1

Full records, quoted from the list. Order of values: mHTT CaM bind | Pf apPOL block
`O=C(Nc1ccc(F)c(Cl)c1)c1cc(S(=O)(=O)NCc2ccco2)ccc1F` reads 17 | -5
`COc1ccccc1C1CC(=O)NC(SCC(N)=O)=C1C#N` (stereo not given) reads 5 | -1
`Cc1nc2cc(-c3noc(COc4ccccc4)n3)ccc2o1` reads -13 | 2
`O=[N+]([O-])c1ccccc1-c1ccc(CN2CCN(Cc3ccccc3)CC2)o1` reads 20 | 8
`CC1CCN(S(=O)(=O)N2CCCC(C(=O)NCc3ccccc3Cl)C2)CC1` (stereo not given) reads -18 | -17

Assay outcomes (PubChem)
